Compound activity (PubChem)
LmPK inh = LmPK (Leishmania mexicana) enzyme inhibition. Q27686. purified LmPK, Kinase-Glo ATP luminescence, 1 h. Potency, µM (titrated, usually from 57.5 µM), inactives show at the highest dose activity change, negative = inhibition, usual class: inhibitors. actives 0.37% (n = 290,000); further: potency means the concentration at half of the fitted maximal effect; on the % scale 0 is the no-effect control and ±100 the full control effect
Target sequence (Q27686 whole entry, looked up): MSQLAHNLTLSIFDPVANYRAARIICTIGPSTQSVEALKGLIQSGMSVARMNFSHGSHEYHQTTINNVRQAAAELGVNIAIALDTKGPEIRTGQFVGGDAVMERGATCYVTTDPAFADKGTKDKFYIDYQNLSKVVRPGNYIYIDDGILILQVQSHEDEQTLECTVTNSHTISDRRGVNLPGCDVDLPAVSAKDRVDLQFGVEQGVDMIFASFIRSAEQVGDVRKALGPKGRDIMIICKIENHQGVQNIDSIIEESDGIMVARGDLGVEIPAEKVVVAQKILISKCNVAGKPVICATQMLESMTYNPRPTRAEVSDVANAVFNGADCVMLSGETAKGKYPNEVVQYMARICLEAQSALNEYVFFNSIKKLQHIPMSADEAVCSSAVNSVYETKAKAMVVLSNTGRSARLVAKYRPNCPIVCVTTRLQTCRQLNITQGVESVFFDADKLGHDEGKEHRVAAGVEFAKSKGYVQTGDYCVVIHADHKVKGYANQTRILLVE
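Purified LmPK (0.1 nM) with 0.5 mM PEP and 0.1 mM ADP in imidazole buffer pH 7.2 with MgCl2/KCl, 1 h at room temperature. ATP formed was read by luciferase luminescence and normalized to no-enzyme and uninhibited controls.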
AmpC inh no detg = blocks E. coli AmpC beta-lactamase in detergent-free assay; P00811; AmpC nitrocefin hydrolysis, absorbance 480 nm, 0.0001% Triton; AID 485341; Potency, µM (top dose mostly 57.1 µM), for the others: at the highest dose activity change, negative = inhibition, usual class: inhibitors; actives 0.52% (n = 330,000);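 further: potency means the concentration at half of the fitted maximal effect; plate controls were no compound for no effect and no enzyme for full effect; nearly all actives have a fitted effect of over 20% in size; some results filed as inactive show a strong effect at the top dose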
Target sequence (P00811 whole entry, looked up): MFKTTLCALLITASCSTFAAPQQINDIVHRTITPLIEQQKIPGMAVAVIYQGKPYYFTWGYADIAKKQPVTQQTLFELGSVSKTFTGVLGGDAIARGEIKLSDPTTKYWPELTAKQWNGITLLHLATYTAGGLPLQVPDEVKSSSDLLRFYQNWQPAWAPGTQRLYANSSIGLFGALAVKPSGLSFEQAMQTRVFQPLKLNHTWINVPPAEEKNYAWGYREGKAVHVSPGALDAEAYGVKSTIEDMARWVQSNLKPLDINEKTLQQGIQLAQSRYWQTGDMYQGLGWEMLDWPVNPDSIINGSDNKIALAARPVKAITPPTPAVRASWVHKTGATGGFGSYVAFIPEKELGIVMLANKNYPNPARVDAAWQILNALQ
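20 mM phosphate pH 7.0 + 0.01% (detergent screen) or 0.0001% Triton X-100; 5.3 nM AmpC reagent; cpd preinc 15 min RT; nitrocefin (800 uM stock) to start; A480 q20 s × 4 min; Activity was normalised to no-enzyme and no-compound control wells.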
Pf growth 96h = P. falciparum growth inhibition at 96 hours; actives 6.9% (n = 320,000); AID 504834; P. falciparum luciferase reporter growth, 96 h; Potency, µM (series often up to 28.7 µM), for the others: at the top dose activity change, negative = inhibition, usual class: inhibitors; further: potency means the concentration at half of the fitted maximal effect; on the % scale 0 is the no-effect control and ±100 the full control effect
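Infected RBCs, 2% Hct / 0.05% parasitemia final; luciferase-reporter P. falciparum; cpd 96 h, 37 C, 5% CO2; luciferase detection reagent; luminescence.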
Shiga inhibitor = inhibitors of Shiga toxin in Vero cells; Vero cells, Shiga toxin protein synthesis inhibition reporter; inhibition, % at 38.7 µM; actives 9.2% (n = 290,000); in the data active means inhibition mostly above about 28%, no sharp cut-off; inactive means mostly below about 43%; further: 0% is about no effect
Pf growth 48h = P. falciparum growth inhibition at 48 hours (one generation). actives 5.9% (n = 310,000). Potency, µM (top dose mostly 28.7 µM), inactives show at the highest dose activity change, negative = inhibition, actives largely listed as inhibitors. P. falciparum luciferase growth in erythrocytes, 48 h. AID 504832; further: potency means the concentration at half of the fitted maximal effect; on the % scale 0 is the no-effect control and ±100 the full control effect
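Parasite viability was followed by luminescence of a genomically integrated firefly luciferase. Cultures held 0.1% parasitemia at 2% hematocrit (final), incubated under 5% CO2 at 37 C.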
TbPYK inhibitor = T. brucei pyruvate kinase inhibition. actives 0.12% (n = 410,000). Potency, µM (top dose mostly 76.8 µM), without a hit: at the highest dose activity, negative = inhibition, hits mostly inhibitors. TbPYK enzyme, Kinase-Glo Plus ATP luminescence, 45 min. Q57TT1. AID 624173; further: potency means the concentration at half of the fitted maximal effect; on the % scale 0 is the no-effect control and ±100 the full control effect; nearly all actives have a fitted effect of over 50% in size
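ADP (130 uM final) triggers the TbPYK reaction after compound addition; incubation is 45 min at room temperature. Kinase-Glo Plus is then added and luminescence imaged. Normalized data are fitted to concentration-effect curves.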
Cycloheximide cs = affects cycloheximide protein synthesis inhibition readout, counter-screen | cell reporter, cycloheximide protein synthesis inhibition counterscreen | max response, % | actives 12% (n = 300,000); in the data active means max response mostly above about 13%, no sharp cut-off; inactive means mostly below about 14%; further: read at 38.3 µM for the half of the compounds with a filed dose; 0% is about no effect
* marks the source's active call; other numbers are inactive results; ? = inconclusive; . = not tested or not shown; & = joins results of further samples; [ ] = another dose, or the depositor's remark. Unless noted, the call rests on the fitted dose curve; in most records, active means well fitted curve in the direction sought with a large enough effect; inconclusive means small, poorly fitted or top-dose-only effect, or another doubt; inactive means no such curve, though single readings can be large; an effect the other way counts as inactive or inconclusive.

SMILES	LmPK inh	AmpC inh no detg	Pf growth 96h	Shiga inhibitor	Pf growth 48h	TbPYK inhibitor	Cycloheximide cs
O=c1c(Cc2ccc(Cl)cc2)c(O)ccn1Cc1ccccc1	-1.1%	?	-14.4%	2.8	?	-1.7%	-4.3
CC(=O)N(C1=C(O)c2ccccc2C(=O)C1=O)C1CCCCC1	-6.7%	-24.4%	19.7%	-21.2	9.3%	-7.7%	-1.6
CON(C)c1nc(NCC(C)C)nc(OCC#N)n1	-1.6%	-6.8%	17.3%	-28.6	3.5%	0.1%	-2.2
Cc1ccc(C(=O)NCCNC(=O)c2ccco2)cc1C	-0.8%	-2.2%	20.1%	-3.8	9.3%	-4.2%	-2.6
COCCOc1ccc(C(F)(F)F)cc1NC(=O)c1ccc(F)cc1	1.3%	-7.6%	6.1%	7.2	-5.2%	-1.7%	-2.4
Cc1nn(CC(=O)N2CCOCC2)c(=O)c2nn(-c3ccccc3)c(C)c12	-0.1%	-12.8%	28.8%	-1.2	34.7%[activator]	1.5%	-4.5
CCN(c1ccccc1)S(=O)(=O)c1ccc(OC)c(NC(=O)c2cccs2)c1	10.6%	-26.8%	?	-12.0	21.0%	2.7%	-2.8
COC(=O)c1c(-c2ccccc2)c(-c2ccccc2)nn(C)c1=O	-0.6%	-0.9%	?	-6.7	?	-2.5%&1.6%	-2.9
N#Cc1ccccc1NC(=O)COC(=O)COc1ccccc1[N+](=O)[O-]	-1.8%	-30.6%	14.5%	-10.8	1.0%	0.0%	-2.6
CCn1cc(C2=NOC(C(=O)O)C2)c(C)n1 (stereo not given)	1.7%	-6.8%	5.86µM*	12.9	11.5%	8.3%	-1.6
COc1cc(OC)cc(-c2nnc(SCC(=O)N(C(C)C)C(C)C)o2)c1	3.9%	142.4%[activator]	65.2%[activator]	-4.0	7.38µM*	3.3%	-2.4
Cc1cccnc1NC(=O)c1ccc(Cl)c(S(=O)(=O)N2CCCCC2)c1	.	-10.7%	?	.	-23.9%	-15.6%	.
O=C(COc1cccc(C(F)(F)F)c1)NNC(=O)Cc1ccc(S(=O)(=O)N2CCOCC2)s1	.	-2.1%	?	.	13.1µM*	-10.0%	.
O=C(CN1C(=O)CCC1=O)Nc1ccc(Br)cc1	7.8%	-27.1%	11.7%	35.6	0.0%	8.1%	-3.4
CCOC(=O)c1c(C)[nH]c(C(=O)N(C)Cc2cccc(OC)c2OC)c1C	-2.5%	46.8%	8.1%	-9.4	?	3.8%	9.2
COc1ccc(S(=O)NC2CCCCC2)c(OC)c1C (stereo not given)	-2.4%	-18.7%	14.3%	-10.4	-8.4%	?	-3.2
Cc1nc(-c2ccc(Cl)cc2)sc1C1(C)CC(c2c(Cl)cccc2Cl)=NO1 (stereo not given)	0.1%	-23.6%	52.5%[activator]	-1.6	82.1%[activator]	2.8%	1.0
CC(C)CCNC(=O)c1cccc(S(=O)(=O)N2CCc3ccccc32)c1	3.0%	-17.9%	?	-15.2	.	1.0%	-1.2
COc1ccc(C(=O)NCCN2CCOCC2)c(OC)c1OC	-2.9%	-12.0%	23.8%	-6.4	8.2%	-0.3%	-0.3
CCNc1nc(NCC)nc(OCCNS(=O)(=O)c2ccccc2)n1	6.4%	-8.3%	10.1%	-18.7	-0.5%	1.5%	-0.3

Retrieved one by one from the list above (5):
SMILES	LmPK inh	AmpC inh no detg	Pf growth 96h	Shiga inhibitor	Pf growth 48h	TbPYK inhibitor	Cycloheximide cs
CCOC(=O)c1c(C)[nH]c(C(=O)N(C)Cc2cccc(OC)c2OC)c1C	-2.5%	46.8%	8.1%	-9.4	?	3.8%	9.2
COc1ccc(C(=O)NCCN2CCOCC2)c(OC)c1OC	-2.9%	-12.0%	23.8%	-6.4	8.2%	-0.3%	-0.3
CC(C)CCNC(=O)c1cccc(S(=O)(=O)N2CCc3ccccc32)c1	3.0%	-17.9%	?	-15.2	.	1.0%	-1.2
COc1cc(OC)cc(-c2nnc(SCC(=O)N(C(C)C)C(C)C)o2)c1	3.9%	142.4%[activator]	65.2%[activator]	-4.0	7.38µM*	3.3%	-2.4
O=C(CN1C(=O)CCC1=O)Nc1ccc(Br)cc1	7.8%	-27.1%	11.7%	35.6	0.0%	8.1%	-3.4

In the list so far, these have a halogen.
SMILES	LmPK inh	AmpC inh no detg	Pf growth 96h	Shiga inhibitor	Pf growth 48h	TbPYK inhibitor	Cycloheximide cs
O=c1c(Cc2ccc(Cl)cc2)c(O)ccn1Cc1ccccc1	-1.1%	?	-14.4%	2.8	?	-1.7%	-4.3
COCCOc1ccc(C(F)(F)F)cc1NC(=O)c1ccc(F)cc1	1.3%	-7.6%	6.1%	7.2	-5.2%	-1.7%	-2.4
Cc1cccnc1NC(=O)c1ccc(Cl)c(S(=O)(=O)N2CCCCC2)c1	.	-10.7%	?	.	-23.9%	-15.6%	.
O=C(COc1cccc(C(F)(F)F)c1)NNC(=O)Cc1ccc(S(=O)(=O)N2CCOCC2)s1	.	-2.1%	?	.	13.1µM*	-10.0%	.
O=C(CN1C(=O)CCC1=O)Nc1ccc(Br)cc1	7.8%	-27.1%	11.7%	35.6	0.0%	8.1%	-3.4
Cc1nc(-c2ccc(Cl)cc2)sc1C1(C)CC(c2c(Cl)cccc2Cl)=NO1 (stereo not given)	0.1%	-23.6%	52.5%[activator]	-1.6	82.1%[activator]	2.8%	1.0

Further structures:
SMILES	LmPK inh	AmpC inh no detg	Pf growth 96h	Shiga inhibitor	Pf growth 48h	TbPYK inhibitor	Cycloheximide cs
CCCn1ncc(CN2CCC(Oc3ccc(C(=O)N4CCCC4)cc3)CC2)c1C	3.8%	-1.8%	-13.4%	-3.6	-21.9%	-0.2%	15.8
CN1CCN(S(=O)(=O)c2cccc(C(=O)Oc3ccccc3Cl)c2)CC1	-3.2%	-12.2%	38.3%[activator]	1.7	1.9%	-1.9%	-1.1
Cc1ccc(C(=O)OCc2nnc(-c3ccccc3)o2)o1	-3.9%	-7.1%	.	33.7	10.3%	1.4%	25.2*
O=S(=O)(NCCc1cn2ccccc2n1)c1ccc(F)c(C(F)(F)F)c1	1.3%	-13.4%	-3.0%	-1.9	5.4%	1.2%	-4.1
N#Cc1ccccc1OCC(=O)OCC(=O)NC1CCCCCC1	.	-11.6%	2.1%	.	19.0%	1.5%	.
CCCCN(CCCC)CCCNC(=O)c1ccc2nc(-c3ccccc3NC(C)=O)c(=O)[nH]c2c1	-5.5%	-16.3%	-6.3%	12.4	?	-1.8%	7.0
CCN(CC)Cc1c(O)ccc2c(-c3ccccc3)cc(=O)oc12	-1.3%	-18.3%	8.0%	-13.2	?	-1.0%	-9.2
Cc1ccc2[nH]c3c(=O)n(N)c(=O)[nH]c3c2c1	-1.1%	-1.3%	20.5%	-6.6	9.2%	-0.5%	-1.0
CCC(=O)NC(NC(=S)Nc1c(C)n(C)n(-c2ccccc2)c1=O)C(Cl)(Cl)Cl (stereo not given)	-5.7%	-26.4%	?	12.3	-15.6%	-3.5%	-0.7
Nc1nc(-c2ccco2)nn1C(=O)c1ccc([N+](=O)[O-])cc1	1.0%	-4.3%	?	-13.6	23.9%	-3.5%	-4.0
Cc1c(CN2CCC(n3nccc3NC(=O)C3CCOC3)CC2)[nH]c2ccccc12 (stereo not given)	-1.0%	1.8%	-10.7%	-15.7	11.3%	-0.9%	0.5
Fc1ccc2nc(Nc3nc4c(F)cc(F)cc4s3)sc2c1	5.0%	-19.4%	10.4µM*	38.8	0.0%	-7.9%	4.5
CCOC(=O)C1CCCN(C(=O)C2CCN(C(=O)Nc3ccccc3)CC2)C1 (stereo not given)	.	-12.7%	9.5%	.	-8.6%	-12.5%	.
COc1ccc(N2CC(C(=O)Nc3ccc(S(=O)(=O)Nc4nccs4)cc3)CC2=O)cc1 (stereo not given)	1.3%	-58.1%	?	4.9	9.7%	-7.1%	4.6
Cc1cccc(CCNC(=O)CCNS(=O)(=O)c2cc(Br)cnc2N)c1	4.6%	0.6%	?	-10.8	?	2.9%	-3.0
Cc1cc(NC(=O)CCC(=O)N(CC(C)C)C(C(=O)NC(C)(C)C)c2ccccc2Cl)no1 (stereo not given)	-0.6%	47.6%	-2.0%	10.3	?	-3.6%	-1.9
COc1ccccc1C(=O)NCC(=O)N/N=C(\C)Cc1ccccc1	3.3%	-37.2%	55.0%[activator]	-1.3	3.5%	2.4%	-2.6
CC(=O)Nc1ccccc1C(=O)OCc1ccc(F)cc1	-0.7%	0.2%	10.3%	37.3	36.2%[activator]	-0.5%	32.0*
CCOc1ccc(S(=O)(=O)Nc2nc3ccccc3nc2-n2ccc(=NC(=O)c3ccccc3C)cc2)cc1	1.5%	13.8%	?	-16.9	?	-0.4%	-2.0
O=[N+]([O-])c1cccc(CN2CCN(Cc3ccc(Br)cc3)CC2)c1	-3.1%	-9.6%[11.4 µM]	?	-3.4	-22.0%	0.9%	1.3
CCCN(CCC)C(=O)C1CCCN(S(=O)(=O)c2ccc3c(c2)oc(=O)n3C)C1 (stereo not given)	1.2%	67.6%[activator]	?	-4.6	-16.6%	-5.0%&2.4%	-3.7
COC(=O)c1ccn(CSc2cc(Cl)ccc2Cl)n1	.	-25.8%	-36.4%	.	-20.8%	3.7%	.
c1ccc2c(Nc3ccc4c(c3)OCCO4)c3c(nc2c1)CCCC3	4.1%	37.7%	?	-2.6	?	0.0%	14.5
CCN(CC)S(=O)(=O)c1csc(C(=O)NCc2ccccc2)c1	-9.9%	-42.6%	28.3%	-2.7	-10.4%	2.0%	1.5
COc1ccc(NC(=O)c2cc3ccccc3o2)cn1	1.6%	-27.8%	0.0%	.	163.1%[activator]	2.4%	36.2*
Cc1ccccc1-c1noc(-c2ccccc2F)n1	?	-44.3%	371.3%[activator]	68.0*	.	0.2%	35.6*
CCOc1ccccc1Oc1c(C)oc2cc(OC(=O)c3ccco3)ccc2c1=O	2.0%	-22.3%	44.4%[activator]	-14.8	30.4%[activator]	2.4%	-2.2
CCOc1ccc(/C=N/NC(=O)c2ccccc2NC(=O)c2ccc(OC)cc2)cc1	-13.1%	-5.4%	21.0%	45.4*	111.3%[activator]	-9.6%	60.3*
CC(=O)c1cccc(NC(=O)N2CCCC2C(=O)Nc2cc(C)ccc2C)c1 (stereo not given)	2.3%	-20.8%	11.2%	5.9	-10.9%	3.1%	-1.6
CCc1c(C(=O)Nc2ccccc2)c(C)[nH]c(=S)c1C#N	13.6%	-25.6%	-4.2%	-18.9	.	?	-2.8
CS(=O)(=O)N(CC(=O)NCCSCc1ccco1)c1ccc(Cl)cc1	-5.7%	13.1%	23.0%	10.9	-7.4%	-1.5%	-1.9
CCOc1ccc2nc(Cl)c(C3CC(c4ccccc4)=NN3C(=O)c3ccco3)cc2c1 (stereo not given)	-2.2%	-11.5%	2.3%	7.9	-2.8%	.	-1.9
O=C(NNC(=O)c1ccccc1[N+](=O)[O-])c1csc(N2CCOCC2)n1	.	-15.4%	41.9%[activator]	.	22.7%	1.7%	.
CCOc1ccc2[nH]c(=O)c(CN(Cc3cccs3)Cc3nnnn3C(C)(C)C)cc2c1	2.1%	-10.5%	18.9%	-5.7	11.7µM*	-2.2%	-2.5
